Source: PubChem BioAssay
LDHA block – qHTS assay for inhibitors of human lactate dehydrogenase | L-lactate dehydrogenase A chain (Homo sapiens), P00338 | purified LDHA, NADH/diaphorase-resazurin fluorescence; hits give low values | activity change, % (values are at about 110 or 230 µM) | 0.15% of 480,000 active; in the data active = activity change below about -30%; inconclusive = mostly about -25% to -30%;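 also: plate controls were DMSO wells for no effect and wells without enzyme for full effect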
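Human LDH5 at 2 nM final in Tris HCl pH 7.4 with 0.06 mM NADH and 0.2 mM pyruvate, reacted 5 minutes at room temperature. Remaining NADH coupled via diaphorase/resazurin; resorufin fluorescence read at 0 and 20 minutes, normalized to enzyme-free and DMSO wells.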
TrxR1 substrate – qHTS Assay for Substrates of Mammalian Selenoprotein Thioredoxin Reductase 1 (TrxR1): qHTS; Potency, µM (doses to about 114 µM), inactives show at the highest dose activity change, negative = substrate turnover; purified TrxR1 substrate turnover, NADPH consumption readout; 0.01% of 390,000 active; Thioredoxin reductase 1, cytoplasmic (Rattus norvegicus), O89049; also: potency is read from the fitted curve at half-maximal effect; % is scaled to controls: 0 for no effect and ±100 for the full control effect; nearly all actives have a fitted effect of over 50% in size
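Rat TrxR1, dispensed at 90 nM, was prereduced with 400 uM NADPH (final) for 5 min at ~22 deg C, then incubated with compound 15 min before 400 uM selenite. A first-read NADPH fluorescence drop versus no-compound background flagged substrates.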
mIDH1 inhibitor – qHTS for Inhibitors of mutant isocitrate dehydrogenase 1 (IDH1): qHTS; IDH1-R132H enzyme, NADPH consumption, diaphorase/resazurin fluorescence; AID 602179, 2012; Potency, µM (series often up to 76.6 µM), for inactives: at the top dose activity change, negative = inhibition, usual class: inhibitors; Isocitrate dehydrogenase [NADP] cytoplasmic (Homo sapiens), O75874; 0.093% of 390,000 active; also: potency is read from the fitted curve at half-maximal effect; % is scaled to controls: 0 for no effect and ±100 for the full control effect; nearly all actives have a fitted effect of over 65% in size
Target sequence (O75874 whole entry R132H, stated change not applied): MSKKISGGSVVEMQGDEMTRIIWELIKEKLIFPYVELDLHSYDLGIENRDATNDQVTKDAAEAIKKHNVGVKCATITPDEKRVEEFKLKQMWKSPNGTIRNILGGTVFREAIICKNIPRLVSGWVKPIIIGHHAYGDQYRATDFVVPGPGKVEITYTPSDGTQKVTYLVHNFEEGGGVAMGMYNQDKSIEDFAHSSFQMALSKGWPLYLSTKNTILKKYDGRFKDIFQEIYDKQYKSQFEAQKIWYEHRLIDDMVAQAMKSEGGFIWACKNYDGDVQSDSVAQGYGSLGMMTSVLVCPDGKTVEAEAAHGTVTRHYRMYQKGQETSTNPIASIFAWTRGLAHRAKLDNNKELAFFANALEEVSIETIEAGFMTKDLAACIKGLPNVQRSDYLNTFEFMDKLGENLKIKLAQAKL
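IDH1-R132H (0.5 ug/mL) preincubated 30 min with compound, then NADPH (0.016 mM) and alpha-KG (2 mM) added; 80 min at RT, pH 7.5. Remaining NADPH coupled via diaphorase/resazurin to fluorescence (540/590 nm); concentration-response curves normalized to no-enzyme control.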
Glioma ERSR ind – qHTS for Inducers of the Endoplasmic Reticulum Stress Response (ERSR) in Human Glioma: qHTS; U87-MG GRP78 promoter luciferase reporter, 16 h; Potency, µM, for inactives: top-dose activation, usual class: activators; 0.02% of 420,000 active; AID 602332, 2012; also: potency is read from the fitted curve at half-maximal effect; series mostly up to about 76 µM; % of control where 0% means no effect; nearly all actives have a fitted effect of over 35% in size
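Stably transfected U87-MG glioma cells carrying a GRP78-based luciferase sensor; 16 h compound incubation. Luminescence end-point read 10 min after Bright-Glo addition at room temperature.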
Vif-A3G inh – qHTS for Inhibitors of Vif-A3G Interactions: qHTS. DNA dC->dU-editing enzyme APOBEC-3G (Homo sapiens), Q9HC16. HeLa A3G-eYFP + Vif (tagged APOBEC3G with the HIV-1 protein that degrades it), YFP fluorescence, overnight. Potency, µM (highest dose often 46.1 µM), inactives show at the highest dose activity, negative = active, actives largely listed as inhibitors. 0.076% of 410,000 active;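 also: potency is read from the fitted curve at half-maximal effect; % is scaled to controls: 0 for no effect and ±100 for the full control effect; nearly all actives have a fitted effect of over 60% in size; hits raise eYFP signal because A3G escapes Vif-driven loss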
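Read-out is eYFP fluorescence (Ex 488/Em 500-530) from Vif-expressing HeLa A3G-eYFP cells; more signal means A3G escaped Vif-mediated degradation. Cells plated overnight, compound pinned in, incubated overnight at 37 deg C.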
Vif-APOBEC3F blk – qHTS for Inhibitors of Vif-A3F Interactions: qHTS; HeLa A3F-eYFP + Vif (tagged APOBEC3F with the HIV-1 protein that degrades it), YFP fluorescence increase; Potency, µM (titrated, usually from 46.1 µM), for inactives: at the top dose activity, negative = active; 0.2% of 390,000 active; AID 602313, 2012; also: potency is read from the fitted curve at half-maximal effect; % of control where 0% means no effect; nearly all actives have a fitted effect of over 65% in size
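HeLa cells stably expressing A3F-eYFP plus Vif, plated and incubated overnight at 37 deg C, then exposed to compounds overnight at 37 deg C. Blocked degradation read as raised yellow fluorescence (Ex 488/Em 500-530).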
USP1 inh – Inhibitors of USP1/UAF1: Primary Screen. recombinant USP1/UAF1, Ub-Rhodamine cleavage fluorescence. 0.23% of 390,000 active. Potency, µM (series often up to 57.1 µM), inactives show top-dose activity change, negative = inhibition, most hits filed as inhibitors; also: potency is read from the fitted curve at half-maximal effect; % is scaled to controls: 0 for no effect and ±100 for the full control effect; nearly all actives have a fitted effect of over 60% in size; inactives centre near -12
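USP1/UAF1 complex at 1 nM was preincubated with compound for 15 min at room temperature, then Ub-Rho substrate (150nM final) was added. Fluorescence (480/540 nm) was read kinetically, 6 reads every 60 seconds.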
PI4K2A block – qHTS for small molecular inhibitors of PI4K2A; activity change, negative = inhibition, % at 76.9 µM; Phosphatidylinositol 4-kinase type 2-alpha (Homo sapiens), Q9BTU6; 0.13% of 420,000 active; AID 1346378, 2018; purified PI4K2A, ADP-Glo luminescence, 1 h; hits give low values; in the data active = activity change below about -50%; inconclusive = mostly about -30% to -49%;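 also: -100% = wells without enzyme as full effect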
Target sequence (Q9BTU6 whole entry, looked up): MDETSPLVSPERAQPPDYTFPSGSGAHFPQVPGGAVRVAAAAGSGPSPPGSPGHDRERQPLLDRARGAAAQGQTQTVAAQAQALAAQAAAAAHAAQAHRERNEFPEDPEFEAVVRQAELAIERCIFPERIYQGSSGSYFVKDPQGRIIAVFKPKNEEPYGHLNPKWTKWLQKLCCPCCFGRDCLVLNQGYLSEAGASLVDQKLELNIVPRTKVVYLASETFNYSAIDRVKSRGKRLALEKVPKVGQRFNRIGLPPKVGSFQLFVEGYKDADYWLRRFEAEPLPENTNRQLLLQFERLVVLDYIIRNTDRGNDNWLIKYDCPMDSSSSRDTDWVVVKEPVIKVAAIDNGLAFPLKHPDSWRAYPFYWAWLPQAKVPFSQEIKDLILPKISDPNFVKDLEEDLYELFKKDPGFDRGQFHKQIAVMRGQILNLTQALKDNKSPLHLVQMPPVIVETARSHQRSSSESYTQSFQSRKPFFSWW
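PI4K2A activity was measured by ADP-Glo luminescence: enzyme (4 ug/mL stock) and phosphatidylinositol (1.2 mM stock) in Tris pH 7.5/MgCl2/EGTA/Triton X-100 buffer were reacted with ATP (300 microM stock) for one hour at ambient temperature.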
RXFP1 agonist – qHTS Assay for Agonists of the Relaxin Receptor RXFP1; Relaxin receptor 1 (Homo sapiens), Q9HBX9; HEK293T-RXFP1 cAMP TR-FRET, 30 min; response scale: percent of porcine relaxin response, buffer zero; Potency, µM (top dose mostly 57.5 µM), for the others: at the highest dose activation, usual class: activators; 0.3% of 370,000 active; AID 2676, 2010; also: potency is read from the fitted curve at half-maximal effect; % is scaled to controls: 0 for no effect and ±100 for the full control effect; nearly all actives have a fitted effect of over 60% in size; many of its hits are not listed in these tables
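cAMP rise read by TR-FRET after 30 min, 37C compound exposure (up to 58 uM) in RXFP1-transfected HEK293 cells with Ro 20174 present. EC50 from Hill-equation fits, with 29 nM porcine relaxin as 100% and buffer as basal.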
Starred values were filed as active, the others as inactive; ? = inconclusive; nt = no result given; & = joins results of further samples; [ ] = another dose, or the depositor's remark. Unless noted, calls follow the shape of the dose curve; as a rule, active = well fitted curve in the direction sought with a large enough effect; inconclusive = small, poorly fitted or top-dose-only effect, or another doubt; inactive = no such curve, though single readings can be large; an effect the other way counts as inactive or inconclusive. This is a subset, so the mix of outcomes need not match the whole.

SMILES	LDHA block	TrxR1 substrate	mIDH1 inhibitor	Glioma ERSR ind	Vif-A3G inh	Vif-APOBEC3F blk	USP1 inh	PI4K2A block	RXFP1 agonist
COc1ccc(C(=O)NC(=S)NNC(=O)c2ccc3ccccc3n2)cc1	-12	8%[11.4 µM]	-3%	-1%	-1%	8%	-16%	9	-0.3%
COc1ccccc1N1CCN(C(=O)CN2C(=O)COc3ccc(S(=O)(=O)N4CCOCC4)cc32)CC1	2	-2%	-6%	-3%	5%	10%	-18%	-2	-3.1%
CCCCCCN1C[C@@H](O)[C@H](n2cc(COC(=O)c3ccccc3)nn2)C[C@@H]1c1ccc(OC)cc1	-8	nt	1%	-7%	0%	-26%	-19%	-6	nt
COC(=O)[C@H](C)NC(=O)Nc1ccc(C)c(C)c1	-6	-12%	-2%	0%	1%	4%	0%	0	0.4%
C=CCOc1ccc(C(=O)Nc2ccccc2C(=O)N2CCCC2)cc1	-7	-11%	5%	-2%	-5%	6%	-5%	0	-0.1%
O=C(OC1CCOC1=O)c1cc(-c2ccccc2)nc2ccccc12 (stereo not drawn)	0	16%	8%	-3%	0%	-4%	-11%	2	0.6%
CCCc1nc2c3ccccc3ccn2c1Cc1cccc(Cl)c1	-1	nt	nt	2%	-14%	nt	nt	-13	nt
Cc1nc(SCC(=O)NC(=O)NCc2ccccc2)nc(C)c1C	-8	-9%	0%	0%	2%	11%	-17%	-6	0.1%
CNC(=O)Nc1cc(C)nn1C	0	-4%	6%	0%	5%	-20%	-16%	0	3.0%
Cc1ccc(C#CC[N+]2(CC#Cc3ccc(C)cc3)CCCCC2)cc1	0	0%	-9%	-7%	3%	4%	-1%	-8	1.2%
O=C1CCC/C1=C\Nc1ccc(Cl)c([N+](=O)[O-])c1	-1	0%[57.1 µM]	10%	2%	-8%	-15%	-7%	-1	2.9%
CCCCCCCCCCOC(=O)Cn1c(COc2ccccc2OC)[n+](C)c2ccccc21	2	-17%	-6%	-14%	3%	6%	?	-3	4.6%
COc1ccc(-c2ccnc3[nH]n(-c4ccccc4)c(=O)c23)cc1	0&4	-6%	7%&-10%	-3%&-3%	0%&-2%	?	-18%&-9%	-2&1	0.6%&0.4%
O=C(COc1cc2oc(=O)c3c(c2cc1Cl)CCC3)Nc1ccc(CN2CCOCC2)cc1	-9	5%	-14%	0%	6%	-9%	-4%	5	2.9%
CC1(C)C2(C#N)C(N)=NC3(OCCO3)C12C#N (stereo not drawn)	-2	-3%[57.1 µM]	6%	-5%	1%	-13%	-13%	-5	-0.6%
Cc1ccc(CS(=O)Cc2ccc(C(=O)NCCCc3ccccc3)o2)cc1 (stereo not drawn)	-4	nt	-3%	-4%	-5%	-1%	-21%	-3	nt
COc1ccc(C23NCCN2C(=O)c2ccccc23)cc1 (stereo not drawn)	-9	-8%[57.1 µM]	5%	-2%	3%	3%	-29%	0	4.3%
CC1(C)O[C@@H]2C[C@H]3[C@@H]4C[C@H](F)C5=CC(=O)CC[C@]5(C)[C@H]4[C@@H](O)C[C@]3(C)[C@]2(C(=O)CO)O1	-6	-3%	6%	-4%	0%	-1%	16%	1&-1	-1.7%
Cc1ccc(S(=O)(=O)NC23CC4CC(CC(C4)C2)C3)cc1	-4	-6%	-1%	-1%	-1%	-20%	-14%	1	0.3%
COc1cc(/C=N/Nc2nc3ccccc3s2)ccc1OC(=O)c1ccccc1F	-3	-10%	1%	1%	?	-18%	-12%	2	-1.5%
COc1ccc(/C=C2/C(=O)N(c3c(F)c(F)c(F)c(F)c3F)N=C2C)cc1	-3	2%	-2%	6%	-1%	0%	-20%	-10	-4.0%
O=C(c1ccccc1Cl)N(C(=O)c1ccccc1Cl)c1nccc(-c2cccs2)n1	-4	10%	28%	-8%	1%	-12%	-17%	-2	-0.4%
COc1cccc(NCc2cc(=O)oc3cc(-c4ccccc4)c(O)cc23)c1	1	-3%	-3%	3%	-17%	-2%	-20%	-8	-0.3%
CCOC(=O)c1ccc(NC(=O)c2cccc3c(=O)c4c([nH]c23)CCCC4)cc1	-10	2%	-14%	-1%	-2%	-7%	-14%	-5	-2.3%
CCOC(=O)CSc1ccc(S(=O)(=O)N(CC)CC)cc1[N+](=O)[O-]	-1	-5%	10%	20%	2%	14%	-9%	-9	0.4%
(more compounds)
SMILES	LDHA block	TrxR1 substrate	mIDH1 inhibitor	Glioma ERSR ind	Vif-A3G inh	Vif-APOBEC3F blk	USP1 inh	PI4K2A block	RXFP1 agonist
CCCCn1c(N)c(N(CCOC)C(=O)c2c(-c3ccccc3)noc2C)c(=O)[nH]c1=O	-8	-10%	6%	-4%	-1%	-1%	1%	-4	4.7%
CCOC(=O)Cn1c2ccc(F)cc2c2nc(C)sc21	1	-1%	14%	0%	1%	-18%	-7%	-1	-0.4%
Cc1ccc(C)c(N(C(=O)c2csnn2)C(C(=O)NC2CCCCC2)c2ccncc2)c1 (stereo not drawn)	-3	-2%[57.1 µM]	-7%	-3%	1%	1%	-10%	-1	2.4%
O=C(Cc1cccc(NC(=O)C2CCN(C(=O)C3CC3)CC2)c1)Nc1cccc(C(=O)N2CCCCC2)c1	1	2%	-7%	-3%	-2%	-2%	?	-2	nt
COc1ccc(Cl)cc1NC(=O)CN1CCC(n2nnc3ccccc32)CC1	-3	-2%	3%	-6%	2%	3%	-19%	1	1.2%
CCc1ccccc1OCC(=O)OCC(=O)Nc1cc(C)on1	-15	-1%	0%	-4%	0%	-10%	-12%	0	-0.9%
Cc1cccn2c(=O)c3cc(C(=O)NCCCOC(C)C)sc3nc12	-4	168%[activator]	-3%	-2%	-5%	4%	-11%	-8	?
O=C(Nc1cccnc1)c1cn(-c2ccccc2)nc1-c1cccs1	-1	-1%	-2%	12%	1%	2%	-4%	-2	3.2%
CN(C)/C=C/C(=O)c1ccc(S(=O)(=O)c2ccccc2)cc1	-2	-4%	3%	-4%	-1%	12%	-9%	-5	0.5%
Cc1sc2nc(SCC(=O)O)[nH]c(=O)c2c1C	-2	-14%	0%	-2%	-2%	-1%	-14%	-1	0.0%
CS(=O)(=O)Oc1ccc2c(c1)O/C(=C\C=C\c1ccccc1)C2=O	0	-4%	5%	4%	1%	14%	-19%	3	-0.7%
Cc1cccc2c3nc4ccccc4nc3n(CCCN3C(=O)c4ccccc4C3=O)c12	-10	-5%	15%	1%	0%	-3%	-2%	-5	1.3%
S=C(NCCc1ccncc1)Nc1ccccc1	-4	3%	-4%	-5%	-1%	-13%	-26%	3	-0.1%
CCc1cc2c(=O)c(-c3cscn3)coc2c(CN(C)C)c1O	-2	62%[activator][57.1 µM]	-2%	-3%	-2%	-18%	-1%	5	6.9%
CCc1nc2ccc(C(=O)NCCCn3ccnc3)cn2c1N(CC)C(=O)NCCc1ccccc1	-11	nt	nt	0%	-2%	nt	nt	1	nt
Nc1nc(Oc2ccc(F)cc2)c(Br)c(=O)[nH]1	-6	-10%	-1%	2%	-1%	0%	-1%	2	-1.0%

Fetched by structure from the list above:
SMILES	LDHA block	TrxR1 substrate	mIDH1 inhibitor	Glioma ERSR ind	Vif-A3G inh	Vif-APOBEC3F blk	USP1 inh	PI4K2A block	RXFP1 agonist
COc1ccc(C(=O)NC(=S)NNC(=O)c2ccc3ccccc3n2)cc1	-12	8%[11.4 µM]	-3%	-1%	-1%	8%	-16%	9	-0.3%
CCCc1nc2c3ccccc3ccn2c1Cc1cccc(Cl)c1	-1	nt	nt	2%	-14%	nt	nt	-13	nt
COc1cc(/C=N/Nc2nc3ccccc3s2)ccc1OC(=O)c1ccccc1F	-3	-10%	1%	1%	?	-18%	-12%	2	-1.5%
O=C(Cc1cccc(NC(=O)C2CCN(C(=O)C3CC3)CC2)c1)Nc1cccc(C(=O)N2CCCCC2)c1	1	2%	-7%	-3%	-2%	-2%	?	-2	nt
O=C1CCC/C1=C\Nc1ccc(Cl)c([N+](=O)[O-])c1	-1	0%[57.1 µM]	10%	2%	-8%	-15%	-7%	-1	2.9%
CCCCCCN1C[C@@H](O)[C@H](n2cc(COC(=O)c3ccccc3)nn2)C[C@@H]1c1ccc(OC)cc1	-8	nt	1%	-7%	0%	-26%	-19%	-6	nt
